HIF activator = HIF pathway transcriptional activation | U2OS HRE-luciferase reporter, luminescence; normalized: DMSO 0%, desferrioxamine 100% | activation, % at 7.5 µM (by protocol) | actives 0.32% (n = 300,000) | AID 1910;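 active = mean activation of at least 10% of the iron chelator positive control signal, with at least half of replicates also reaching 10%; inconclusive = mean and replicate majority disagree about reaching 10%; inactive = mean and most replicates under 10%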
KLF5 inh = kruppel-like factor 5 inhibition | DLD-1 KLF5 promoter-luciferase reporter, luminescence | inhibition, % at 5 µM | actives 0.23% (n = 290,000) | AID 1700;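 active = inhibition above a per-plate limit of that plate's mean compound inhibition plus 3 SD, cut at about 60% in these data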;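 note: 0% = DMSO wells and 100% = LY294002 at 200 µM; higher means less KLF5 promoter-driven luciferase light; inactives centre near -14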
HSF1 inhib = HSF1 inhibition; NIH3T3-HGL HSE-luciferase, MG132-induced, luminescence 8 h; hits give low values; activity change, negative = inhibition, % at 7.5 µM (by protocol); AID 2098; actives 0.77% (n = 300,000);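 active = more than half of replicate wells show activity change below -50%, luminescence cut by over half; inconclusive = some wells, but at most half, below -50%; inactive = no replicate well below -50%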;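 note: luciferase reports HSF-1 transcriptional activity via heat shock element; 0% = median of DMSO wells and -100% = zero luminescence signal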
AI-2 QS mod = modulators of Vibrio harveyi AI-2 quorum sensing system | Vibrio harveyi JMH597 AI-2 luminescence/OD600 ratio, 9 h; hits give low values; strain lacks LuxN and CqsS sensors; 0 = neutral-control median | activity change, % at 7.5 µM | actives 0.4% (n = 300,000); in the data active = activity change below about -75%, passing the limit was not always enough; inconclusive = no clear call, values can overlap the other calls;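 note: luminescence divided by OD600 gain over 9 h not by final OD600 alone; inactives centre near 13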
HSF-1 act = increases HSF-1 driven luciferase reporter signal. NIH3T3-HGL HSF-1 luciferase reporter, MG132, 8 h; 100% = twice DMSO control signal. activation, % at 9 µM. actives 1.7% (n = 300,000). AID 504408;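 active = mean replicate activation of at least 50% with a set share of replicates each reaching 50%; inconclusive = only one of those two conditions met; inactive = mean below 50% and too few replicates reaching it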;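 note: 0% = median of the neutral control wells and 100% = twice that signal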
aSyn UTR inh = 5' untranslated region of α-synuclein, MLPCN primary screen; alpha-synuclein 5'UTR reporter, inhibitor activity; inhibition, % (tested at 7.5 µM); actives 0.82% (n = 300,000); AID 1813; in the data active = inhibition above about 60%; inconclusive = no clear call, values can overlap the other calls;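 note: H4 neuroglioblastoma cells stably carrying SNCA 5'UTR luciferase fusion; 0% = DMSO wells and 100% = positive control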
IEC-6 tox = counter-screen for KLF5 inhibitors: cytotoxicity in IEC-6 cells; IEC-6 cytotoxicity, luminescence viability; inhibition, % at 5 µM; actives 0.78% (n = 290,000); in the data active = inhibition above about 22%;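 note: 0% = plate median of test compound wells and 100% = cytotoxic reference compound wells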
SKKanGAS inh = inhibitors of SKKanGAS S. pyogenes growth in kanamycin (SK-promoter or general growth effect). actives 1.3% (n = 300,000). BacTiter-Glo, 6 h. inhibition, % at 7.5 µM;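 active = mean replicate score, as percent of positive control median, at least 50; inconclusive = mean below 50 but one replicate at or above 50; inactive = mean and every replicate below 50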;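 note: strain carries kanamycin resistance gene driven by streptokinase promoter and grows in 40 µg/ml kanamycin; loss of luminescence reflects streptokinase promoter inhibition or plain growth inhibition; 0% = median of DMSO wells and 100% = positive control at its reference dose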
HSP90 inh = blocks HSP90-mediated luciferase refolding in reticulocyte lysate | Rabbit reticulocyte lysate, luciferase refolding luminescence, 3 h | inhibition, % at 5.6 µM | actives 0.91% (n = 290,000);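 active = inhibition above the screen-wide mean plus 3 SD, computed separately per campaign, cut at about 16% in these data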;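 note: 0% = DMSO wells and 100% = 60 µM geldanamycin wells; inhibitors lower the luminescence because luciferase stays unfolded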
Platelet DG rel = modulates dense granule release in human platelets; inhibition, %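 (compounds screened at 7.5 µM in platelet-rich plasma)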; actives 0.22% (n = 300,000); human platelet-rich plasma, SFLLRN dense granule ATP release, luminescence;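 active = mean replicate score, as percent of positive control, at or above 50; inconclusive = mean below 50 but at least one replicate at or above 50; inactive = mean and every replicate below 50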
Numbers without * were called inactive; u = inconclusive; x = no result given.

SMILES	HIF activator	KLF5 inh	HSF1 inhib	AI-2 QS mod	HSF-1 act	aSyn UTR inh	IEC-6 tox	SKKanGAS inh	HSP90 inh	Platelet DG rel
Cc1nnc(SCC(=O)c2ccc(S(=O)(=O)N3CCOCC3)cc2)n1-c1ccccc1	0.4	-10	3	23	6	19	-11	4	-1	3
O=C(NCc1ccccc1F)C1CCCN(c2cnccn2)C1 (centres undefined)	0.2	-33	-1	17	0	14	4	-5	1	-12
CCOC(=O)C1(Cc2ccc(Cl)cc2)CCN(C(C)Cc2ccc(O)c(OC)c2)CC1 (centres undefined)	2.1	-31	8	16	12	-9	2	2	-3	2
CC(=O)c1ccc(OC(C)C)c(CC(C(N)=O)C(N)=O)c1	-0.2	-45	4	23	-4	-4	-3	-3	-3	10
COC(=O)C(=O)/C=C(\O)c1c(C)cc(C)cc1C	-0.4	25	-7	19	7	-1	1	3	-1	-5
CCCCS(=O)(=O)c1sc2nc3c(cc2c1N)CCCC3	x	1	-11	26	-12	-14	3	-13	1	1
CCOC(=O)c1ccc(N(CC(=O)NCC2CCCO2)C(=O)CCC(=O)Nc2cc(C)on2)cc1 (centres undefined)	0.2	-28	-2	25	-3	-11	-5	-3	0	-6
N=C1S/C(=C\c2ccc(O)cc2)C(=O)N1c1ccc(F)cc1	0.4	-12	1	8	-6	15	-5	-28	1	11
CCCCOC(=O)Cn1cnc2ccc(Br)cc2c1=O	0.1	-23	13	10	29	-8	-10	-11	-6	-2
CC(C)(C)NC(=O)C1CCN(C(=O)c2ccc(Br)cc2)CC1	-0.5	-1	0	16	28	24	-1	-3	-2	-1
COc1ccc(Cl)cc1NC(=O)CCN1C(=O)C2C3C=CC(C4CC34)C2C1=O (centres undefined)	-0.1	-17	4	8	9	-27	3	4	-2	9
CC(C)c1nc2scc(-c3ccc(Cl)cc3)c2c(=O)n1N	0.3	1	4	-13	-1	6	1	-2	-7	5
O=C(OC1CCOC1=O)c1cc(-c2cccc(Br)c2)nc2ccccc12 (centres undefined)	-0.4	-24	-7	4	26	-6	0	-11	2	-14
CCCCc1nc(SCC(=O)N2CCOCC2)c2c(=O)n(C)c(=O)n(C)c2n1	-0.4	-8	-2	4	32	6	2	1	0	-3
N#Cc1nccnc1S(=O)(=O)c1cccs1	-2.8	-10	49	-132*	47	-48	40*	38	3	-2
Cc1cccc(-n2nnnc2SCC(=O)NCC2CCCO2)c1 (centres undefined)	-0.2	3	1	-13	-1	-7	3	-13	3	-14
CNc1ccccc1C(C)(C)c1ccn[nH]1	-0.1	-12	-2	9	-8	4	-11	7	-3	9
CN(C)c1cccc(C(=O)NCCCSc2ccccc2)c1	0.7	-58	-10	4	-2	-8	3	0	-1	-3
O=C(O)COc1ccc(/C=N/NC(=O)c2cccc3ccccc23)cc1	-1.1	-38	-9	3	0	20	4	7	2	5
COC(C[C@@H](O)[C@H](C)[C@H](O)COCc1ccccc1)OC	0.0	x	-1	18	-17	-12	x	1	x	0
NC(=S)NN=C(Cc1ccccc1)Cc1ccccc1	0.1	-12	-7	11	-15	-26	-2	3	-6	9
C=CCn1c(SCc2c(C)noc2C)nc2ccccc2c1=O	-0.3	58	-1	-10	-1	80*	83*	5	2	0
Cn1nccc1NC(=O)Nc1ccc(Cl)cc1	1.2	-11	3	-6	18	-18	2	0	2	-5
O=C(N/N=C/c1sc2ccccc2c1O)c1cccc2ccccc12	12*	-10	4	u	-7	92*	7	91*	6	-5
C=C(C)c1cccc(C(C)(C)NC(=O)N2CCC(C(N)=O)CC2)c1	0.1	-12	-1	24	16	4	2	0	2	-2
CC(C)(c1ccccc1)c1ccc(OCCCNCCO)cc1	0.6	-26	-2	x	1	-14	0	2	1	-6
CCNC(=O)C(=O)N1CCC2(CC1)OCCN2S(=O)(=O)c1ccc(C)cc1	2.1	x	-5	17	6	12	x	0	x	0
CC(=O)CCc1oc2ccc(C)cc2c1Cc1ccccc1	-1.5	-11	10	19	16	4	2	25	0	-6
Cc1cccc(NS(=O)(=O)c2ccc(C)c(C(=O)OCC(=O)Nc3cc(C)on3)c2)c1	-0.9	21	-27	34	-39	48	5	4	0	8
CC(=O)Nc1ccc(NC(=O)C/C(C)=N/NC(=O)C(=O)N2CCCC2)cc1	-0.4	7	-4	25	8	-26	3	-4	0	-5
O=C(CCc1nnc2ccc(NCc3ccc(F)cc3)nn12)NC1CCCC1	-0.4	-20	5	2	2	20	7	2	-1	-1
CN1CCN(C2=Cc3ccccc3Sc3cc(F)c(F)cc32)CC1	-2.5	-22	2	9	-4	-14	1	12	6	-3
COc1ccc(OC)c(NC(=O)CNC(=O)Cn2ccc3ccccc3c2=O)c1	-0.3	-9	7	20	14	5	3	-5	-1	-5
CSc1cccc(NC(=O)C2C3C=CC4(O3)C2C(=O)N(CCN2CCOCC2)C4C(=O)NC2CCCCC2)c1 (centres undefined)	-0.1	-2	5	x	8	4	3	-2	4	-2
Cc1ccc(NC(=O)CCc2c(C)nn(-c3ccc(N4CCCCC4)nn3)c2C)cc1C	1.3	-59	36	16	56*	-15	1	4	0	-12
CC1=C(C(=O)OC2CCCCC2)C(c2cccnc2)n2nnnc2N1 (centres undefined)	-0.1	-4	2	18	3	11	-2	5	1	-11
O=C(COc1ccc2ccc(=O)oc2c1)Nc1cc([N+](=O)[O-])ccc1F	-0.1	x	-3	x	2	-33	x	2	x	7
CCOC(=O)c1cc(-c2ccccc2)sc1NC(=O)COC	2.1	-22	-5	-3	27	-28	5	0	2	-2
COc1ccc(/C=N/NC(=O)C(C)N(c2ccc(OC)cc2)S(C)(=O)=O)cc1 (centres undefined)	-0.3	-14	-4	7	3	-5	4	-7	-2	-9
O=C1CCCN1CCCNS(=O)(=O)c1ccccc1	0.0	-27	-1	5	-25	-1	-4	-5	2	0
Cc1nnn(C23CC4CC(CC(CC(=O)Nc5ccc(C)c(Cl)c5)(C4)C2)C3)n1	-0.9	-39	9	39	50	17	5	-3	3	-16
CCc1cccc(CC)c1NC(=S)NCc1ccc2c(c1)OCO2	-0.3	-25	6	7	4	11	2	-10	-3	-9
COc1ccc(CC(=O)Nc2cccc(SC)c2)cc1	x	8	5	-23	-6	26	-2	-2	4	-5
CCn1cnc2c1c(=O)n(Cc1csc(-c3ccccc3)n1)c(=O)n2Cc1ccccc1	0.5	-27	28	x	5	14	-2	25	2	x
Cc1cccc(C)c1OCc1cc(C(=O)N2CCN(c3ccccn3)CC2)no1	-0.3	-70	0	9	-9	1	4	0	1	14
COc1ccc(OC)c(-n2nnnc2SCC(=O)Nc2ccccc2N2CCOCC2)c1	-0.3	-19	-6	2	-4	3	3	-2	-1	-2
CCOC(=O)c1sc(N)c(C#N)c1CSc1nc2ccc(C)cc2[nH]1	-0.4	5	10	18	15	1	16	1	18*	-5
COc1ccc(C/C(N)=N/n2cnnc2)cc1	x	-17	-6	10	-8	9	-4	-3	2	1
O=C(C1=NN[C@@H]2C(=O)N(c3cccc(C(F)(F)F)c3)C(=O)[C@H]12)c1cnccn1	-0.2	9	0	19	12	29	7	1	-1	-5
CC(=O)c1ccc(S(=O)(=O)N2CCN(c3ccccc3F)CC2)cc1	-0.2	-20	0	19	12	-6	-8	-5	2	-4
CC1CN(CCC(=O)Nc2ccc3c(c2)CCC3)CC(C)O1 (centres undefined)	0.1	-19	7	17	6	4	0	-1	-1	1
Cn1c(=O)c2c(ncn2CC(=O)N/N=C/C(Cl)=C/c2ccccc2)n(C)c1=O	-0.1	-42	-6	-4	8	-4	-4	-14	0	-11
CCOC(=O)CN1CCC(c2cc(-c3ccc(Cl)cc3)n[nH]2)CC1	-6.0	6	9	6	52*	-30	0	4	-2	-13
COc1ccc(-c2nc3c(c(SCC(=O)Nc4cccc(O)c4)n2)Cc2c(CO)cnc(C)c2O3)cc1	0.8	-12	2	16	-12	-18	6	10	0	6
CCOc1ccc(N2C(=O)CC(C(C)c3ccccc3)C2=O)cc1 (centres undefined)	-2.8	-66	-1	0	4	13	2	-2	0	-4
Cc1nn(CC(=O)Nc2sc3c(c2C#N)CCC(C(C)(C)C)C3)c(C)c1[N+](=O)[O-] (centres undefined)	-0.2	-20	-15	17	-3	-4	1	29	4	3
Cc1ccc(NC(=O)COC(=O)C2CC2)c(Br)c1	0.4	-38	-3	41	-24	8	-1	-3	-1	5
CCn1cc(C(=O)N2CC(C)CC(C)C2)c(=O)c2cc(S(=O)(=O)N(C)C)ccc21 (centres undefined)	-0.4	-16	-4	7	10	-15	0	0	-2	3
O=C(O)COc1ccc(/C=N/NC(=O)C(O)(c2ccccc2)c2ccccc2)cc1	0.9	-15	1	23	2	3	-8	4	-1	1
O=C(NCc1ccc2c(c1)OCO2)c1cc(-c2ccccc2Cl)on1	1.8	-23	1	u	-9	-19	1	3	2	-4

(next part)
SMILES	HIF activator	KLF5 inh	HSF1 inhib	AI-2 QS mod	HSF-1 act	aSyn UTR inh	IEC-6 tox	SKKanGAS inh	HSP90 inh	Platelet DG rel
CC1(C)CC(=O)C2=C(C1)OC(N)=C(C#N)C2c1ccoc1 (centres undefined)	-0.3	-3	10	7	31	-8	0	4	3	-2
CCOC(=O)C1(CCCc2ccccc2)CCN(C(=O)c2ocnc2C)CC1	-0.1	-12	1	11	19	1	1	1	1	10
COc1cccc(-n2c(SCC(=O)Nc3cc(C)on3)nc3ccccc3c2=O)c1	-0.2	-30	11	35	4	20	1	-9	3	4
CCC(Sc1nc2ccsc2c(=O)n1-c1ccc(Cl)c(C)c1)C(=O)NCc1ccco1 (centres undefined)	-2.4	-5	9	12	22	4	-4	8	7	-2
COc1cccc(-c2csc(NC(=O)Nc3ccccc3)n2)c1	3.6	-29	-60*	-5	-70	-166	2	21	4	1
CC(C)Sc1nnc(-c2c[nH]c3ccccc23)n1C	3.2	-49	8	-1	4	-111	0	-3	-1	-1
COc1ccc(-c2cc(C(=O)Nc3cccc(C(C)=O)c3)no2)cc1	2.0	-43	7	30	36	-76	-4	-1	-5	3
COc1ccc(C)cc1S(=O)(=O)n1ccnc1C	0.0	-7	-5	0	10	7	4	-10	3	-9
O=C(Nc1ccccc1C(=O)OCc1nnc(-c2ccccc2)o1)c1ccco1	-0.6	19	-2	19	1	-16	-3	-3	0	3
CCc1ccc(CNC(=O)C(=O)NCC2CCCO2)cc1 (centres undefined)	-0.1	-9	-2	-12	8	14	3	1	5	-4
CC1CCCN(CCCNS(=O)(=O)c2ccc3c(c2)CCN3C(=O)C2CC2)C1 (centres undefined)	-0.5	-21	-8	24	4	19	-4	6	-4	-5
CCOC(=O)N1CCN(C(=O)CCc2ccc(S(=O)(=O)NC(C)(C)C)cc2)CC1	-14	-51	-1	10	-3	7	-3	-3	-1	-3
O=C(NCc1ccncc1)C(=O)NCC(c1ccco1)N1CCN(c2ccccc2)CC1 (centres undefined)	-0.1	-5	-7	0	0	-11	0	-5	-4	3

Compound activity (PubChem BioAssay)
